# Screening data: PubChem, Emory University Molecular Libraries Screening Center
# 14-3-3 PPI = 14-3-3 gamma protein interaction modulation. P61981. FP, 14-3-3gamma / TMR-pS259-Raf peptide binding. inhibition, % at 40 µM. 160,000 tested, 0.19% active; in the data active means inhibition above about 30%;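 further: 0% = protein plus tracer without compound and 100% = blank with tracer alone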
# Target sequence (P61981 whole entry, looked up): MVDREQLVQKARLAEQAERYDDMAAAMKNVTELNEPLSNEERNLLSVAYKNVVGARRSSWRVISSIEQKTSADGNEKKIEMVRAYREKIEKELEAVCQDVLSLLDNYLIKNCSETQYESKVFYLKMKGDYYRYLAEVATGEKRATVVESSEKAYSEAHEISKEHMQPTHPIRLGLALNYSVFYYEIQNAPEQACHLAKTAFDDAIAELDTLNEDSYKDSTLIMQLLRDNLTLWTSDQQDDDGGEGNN
# * = called active by the depositor; & = joins results of further samples. This is a subset; count on the stated rates, not on these rows.
SMILES,14-3-3 PPI
CCCc1n(CC(O)COc2cccc(Cl)c2)c2ccccc2[n+]1C (stereo not given),3
Cc1ccc(-c2nc(-c3ccc([N+](=O)[O-])cc3)no2)cc1Cl,2
O=C(NCCc1ccc(Cl)cc1)c1cccc(N2CCCC2=O)c1,-9
O=C(Nc1cccnc1)c1cccnc1,0
O=C(Nc1ccccc1C(=O)Nc1ccc(Cl)cc1)c1cccc(S(=O)(=O)N2CCCCC2)c1,-2
CC(CCc1ccc(O)cc1)N(C)CCc1ccccc1 (stereo not given),-1
COc1cc(C=Cc2cc(C(F)(F)F)[nH]c(=O)n2)cc(Br)c1O,-320
CC(C)CCNC(=O)c1cccc(Cl)c1,0
O=C(CSc1nc2ccccc2o1)Nc1ccc2c(c1)C(=O)c1ccccc1C2=O,-31
c1cc2c(cc1C1CCCCC1)c1c3n2CCN=C3CCC1,-68
Cc1cccc(Cc2c(C)nc3nc(SCC(=O)O)nn3c2C)c1,-10
Cc1ccc(-n2ncc3c(=O)[nH]c(SCC(=O)Nc4ccc5c(c4)OCCO5)nc32)cc1C,-16
CC1=CC(C)C(C2Nc3ccccc3C(=O)N2c2ccccc2C)CC1 (stereo not given),-1
CCOC(=O)N1CCN(C(=O)CC(C(=O)N2CCc3ccccc32)n2ccnc2)CC1 (stereo not given),1
Cc1oc2ccc(OCc3cccc(Br)c3)cc2c1C(=O)O,-12
CCCC(=O)Nc1cc(C)c(NC(=O)C23CC4CC(CC(C4)C2)C3)cn1,1
Cc1ccc(NC(=O)c2cc(-c3ccccc3)nc3c(C)cccc23)cc1,5
O=C(Nc1ccccc1[N+](=O)[O-])c1cccs1,-8
CCOc1ccccc1Nc1nnc(-c2cc3cc(OC)ccc3oc2=O)s1,-55
COc1ccc(Cc2nc(C)cc(Cl)n2)cc1Br,8
N=C(N)SCCN,-8
CC1=C(C(=O)Nc2ccccn2)C(c2ccccc2Cl)NC(=O)N1 (stereo not given),-5
COc1ccc2nc(SC(=O)c3ccccc3Cl)nc(C)c2c1,-12
COC(=O)c1[nH]c2cccc(C)c2c1NC(=O)CN1CCN(c2ccccc2OC)CC1,-8
Cc1ccccc1-n1c(=O)c2ccccc2n(Cc2ccccc2Cl)c1=O,-1
CC(=O)Nc1ccc(S(=O)(=O)N2CCSC2c2ccc(C)cc2)cc1 (stereo not given),-2
CCn1c2ccccc2c2cc(NC(=O)C(=O)NCC3CCCO3)ccc21 (stereo not given),2
Clc1ccc(Sc2c(-c3ccccc3)nc3ncccn23)cc1,39*
CCCN1C(=O)/C(=C2\SC(N3CCCCC3)=NC2=O)c2ccccc21,-3
FC(F)(F)C1(C(F)(F)F)N=C(c2ccccc2)OC(N2CCCCC2)=N1,10
Cc1ccc(Nc2ncc(C(=O)N3CCN(c4ccccc4)CC3)c3ccccc23)cc1Cl,-6
Cc1cc(N2CCOCC2)nc(SCC(=O)c2ccccc2)n1,-5
O=C(CSc1nnc(-c2ccccc2O)o1)Oc1ccc(OCc2ccccc2)cc1,-2
O=C(c1ccco1)N1CCN(C(c2ccccc2F)c2nnnn2CC2CCCO2)CC1 (stereo not given),-2
Cc1oc(-c2ccccc2)nc1CS(=O)CC(=O)N1CCc2ccccc2C1 (stereo not given),-2
COc1ccc(C2C(C(=O)c3ccco3)=C(O)C(=O)N2CCCn2ccnc2)cc1 (stereo not given),-7
CCOc1ncccc1C(=O)Nc1cccc(C(=O)Nc2cccc(S(=O)(=O)CCO)c2)c1,5
CCOC(=O)CN(Cc1ccccc1Cl)S(=O)(=O)c1ccc(Br)cc1,0
Cc1ccc2nc(SCC(=O)NCc3ccco3)c(C#N)cc2c1,-9
CCCSc1nc2sc3c(c2c(=O)n1-c1ccccc1)CCC3,-14
CCOC(=O)C1=CN(C)C=C(C(=O)OCC)C1c1cccc(Oc2ccccc2)c1,-2
COc1ccc(OC)c(C(=O)COc2ccccc2C#N)c1,-5
O=C(NCc1cccs1)c1cc2n(n1)C(C(F)(F)F)CC(c1cccs1)N2 (stereo not given),-1
CCOc1ccc2nc(SC(C)C(N)=O)[nH]c2c1 (stereo not given),-5
CCc1nc(SCc2cccnc2)c2c(=O)n(C)c(=O)n(C)c2n1,-6
COc1ccc(NC(=O)c2ccc(F)cc2)cc1,-1
COc1cc(C2/C(=C(/O)c3ccc(OCC(C)C)cc3)C(=O)C(=O)N2CCN(C)C)ccc1O (stereo not given),-6
COC(=O)c1ccc(C2c3c(oc4ccc(F)cc4c3=O)C(=O)N2CCO)cc1 (stereo not given),-1
O=C(Nc1ccc(N2CCCCC2)c(Cl)c1)c1cccnc1,-27
CCNc1ccc2c(Cl)cc(=O)oc2c1,-2
O=C(NCCc1ccccc1)c1ccc(N2CCCC2=O)cc1,1
CC(=O)N1CC2(CC(=O)OC(C)C)CN(C(C)=O)CC(CC(=O)OC(C)C)(C1)C2=O,6
O=c1c2cc3ccccc3cc2[nH]c(=S)n1CCC1=CCCCC1,-6
Cc1ccc(NS(=O)(=O)c2cccc(S(=O)(=O)c3ccc(Cl)cc3)c2)cc1,-6
Cc1ccc(-c2cc(C(F)(F)F)n3nc(C(=O)Nc4cc(Cl)ccc4O)cc3n2)cc1,-46
C=CCOc1ccc(-c2nn(-c3ccccc3)cc2C2NC(=O)NC(C)=C2C(=O)OCC)cc1 (stereo not given),-20
O=[N+]([O-])c1cc(Br)c(O)c(C=Nc2cc(C34CC5CC(CC(C5)C3)C4)ccc2O)c1,-49
Cc1ccc(Nc2cc(C(=O)NC3CCCC3)c3ccccc3n2)c(C)c1,11
O=C1Cn2c3c(c4cccc(c42)N1)CCCC3,-2
CCc1cc2c(NCCC(=O)O)ncnc2s1,-2

# Next part
Molecule | 14-3-3 PPI
COc1cc(OC)cc(C(=O)Nc2ccc3oc(-c4ccc(C(C)(C)C)cc4)nc3c2)c1 | -62
CN(C)S(=O)(=O)c1ccc(C(=O)N2CCN=C2SCc2ccc(Br)cc2)cc1 | -2
O=C(N1CCN(c2ccccn2)CC1)C1(S(=O)(=O)c2ccc(Cl)cc2)CC1 | -1
Cc1cc(C)n(-c2cc(N3CC(C)OC(C)C3)ccc2[N+](=O)[O-])n1 (stereo not given) | 1
CCOC(=O)c1cnc2c(C(F)(F)F)cccc2c1NCCCN1CCOCC1 | -1
Cc1ccc2cccc(OCC(=O)NCc3ccco3)c2n1 | 3
O=C(CSc1nc2ccc(N=Cc3ccc(Br)cc3)cc2s1)N1CCOCC1 | -5
COc1cc(-c2nc(NCc3ccc(Cl)cc3)c3ccccc3n2)cc(OC)c1OC | -2
O=C1CCc2cc(S(=O)(=O)N3CCN(C4CCCCC4)CC3)ccc2N1 | -25
COc1cc(NC(=O)C(=O)c2ccccc2NC(C)=O)cc(OC)c1OC | 7
Cn1c(SCc2ccccc2)nnc1-c1ccc2c(c1)OCO2 | -12
CCC(c1nnnn1CS(=O)(=O)c1ccc(C)cc1)N1CCN(c2nc3ccccc3s2)CC1 (stereo not given) | 8
CCCNC(=O)c1cc(S(=O)(=O)N2CCc3ccccc32)ccc1F | -6&2
CCOc1ccc(N(CC(=O)Nc2ccc3c(c2)OCCO3)S(=O)(=O)c2c(C)noc2C)cc1 | -4
Cc1cc(N2C(=O)CC(N3CCN(C(c4ccccc4)c4ccccc4)CC3)C2=O)no1 (stereo not given) | 0
COCCN(Cc1cc2cc3c(cc2[nH]c1=O)OCO3)C(=O)c1cccs1 | 0
CC(C)CC(=O)Nc1c2c(nn1-c1cccc(Cl)c1)CS(=O)(=O)C2 | -2
Cc1cc(C)nc(SC=Cc2ccccc2)n1 | -9
COc1ccc(CC(=O)NCc2ccco2)cc1 | -85
Cc1ccc(S(=O)(=O)Nc2cc(C(=O)N3CCN(c4ccccc4)CC3)ccc2N2CCCCC2)cc1 | -13
CCC1CCC2(CC1)NC(CO)(CO)CO2 (stereo not given) | 4&-2
CCOCCCn1c(-c2nn(C)cc2Cl)n[nH]c1=S | 1
Cc1ccc(/C=N/n2c(C)nnc2C)s1 | -1
O=C(c1cc(-c2ccc(Cl)c(Cl)c2)on1)N1CCCC1 | -5
O=C(CCC1Nc2c3ccccc3nc(=S)n2C1=O)NCc1ccc(F)cc1 (stereo not given) | -6

# Some of the entries above in another layout:
> Cc1oc(-c2ccccc2)nc1CS(=O)CC(=O)N1CCc2ccccc2C1 (stereo not given)
  14-3-3 PPI: -2
> COc1ccc(C2C(C(=O)c3ccco3)=C(O)C(=O)N2CCCn2ccnc2)cc1 (stereo not given)
  14-3-3 PPI: -7

# A different layout for 4 compounds above:
14-3-3 PPI | molecule
-6 | Cc1ccc(NS(=O)(=O)c2cccc(S(=O)(=O)c3ccc(Cl)cc3)c2)cc1
-46 | Cc1ccc(-c2cc(C(F)(F)F)n3nc(C(=O)Nc4cc(Cl)ccc4O)cc3n2)cc1
-20 | C=CCOc1ccc(-c2nn(-c3ccccc3)cc2C2NC(=O)NC(C)=C2C(=O)OCC)cc1 (stereo not given)
-49 | O=[N+]([O-])c1cc(Br)c(O)c(C=Nc2cc(C34CC5CC(CC(C5)C3)C4)ccc2O)c1

# (further entries)
Molecule | 14-3-3 PPI
COc1ccc([N+](=O)[O-])cc1NC(=O)c1ccc(-c2ccccc2)cc1 | -18
O=C(/C=N/O)Nc1ccc(F)cc1 | -9
CCOc1ccc(C(=O)Nc2cc(C)c3c(=O)oc4ccccc4c3n2)cc1 | -47
CC1NC(C)(C)Cc2c1ccc1ccccc21 (stereo not given) | 2
O=C1c2ccc(Oc3ccc([N+](=O)[O-])cc3)cc2C(=O)N1c1ccc(-c2ccc([N+](=O)[O-])cc2)cc1 | -3
c1cn(C23CC4CC(CC(C4)C2)C3)cn1 | 1
CCOC(=O)/C(C#N)=C1/C=Cc2ccccc2N1CC | -3
CC1CCCN(C(=O)C2CCN(S(=O)(=O)c3cccc4cccnc34)CC2)C1 (stereo not given) | -1
COc1ccc(CCN2C(=O)CC(N3CCN(c4ccccn4)CC3)C2=O)cc1OC (stereo not given) | -3
COc1ccc(C2CC(c3ccc(C)cc3)Nc3ncnn32)cc1 (stereo not given) | 2
CCSc1nnc(-c2ccc(Cl)cc2)c2ccccc12 | -8
COc1ccc(S(=O)(=O)N2Cc3ccccc3CC2C(=O)N2CCc3cc(OC)c(OC)cc3C2)cc1 (stereo not given) | -6
CCCCOCC(O)Cn1c(C)nc2ccccc21 (stereo not given) | 11
CC(=O)NCc1cc(C)ccc1C | -3
O=C(O)c1cc2ccccc2cc1Nc1ccnc2cc(Cl)ccc12 | 3
CCOc1ccc(NC2=C(C(=O)c3ccccc3)C(c3ccccc3)N(c3ccccn3)C2=O)cc1 (stereo not given) | -5
CCOc1ccc(-n2c(C)nc3cc(C(=O)NCc4ccco4)ccc32)cc1 | -3
Cc1ccccc1Cn1c(=O)n(CCCC(=O)NCc2ccco2)c(=O)c2sccc21 | -9
CCC(=O)c1ccc(OC(=O)C2c3ccccc3Oc3ccccc32)cc1 | -3
Cc1cccc(C(=O)Nc2sc3c(c2C(N)=O)CCC(C(C)(C)C)C3)c1 (stereo not given) | -8
COc1ccccc1NC(=O)c1scc2c1CCCC2 | 0
COc1cc(S(=O)(=O)NCCC23CC4CC(CC(C4)C2)C3)c(C)cc1C | 2
CCOc1cc(-n2cnnn2)c(OCC)cc1NC(=O)c1cnccn1 | -5
C/C(=C\C(=O)c1cccnc1)Nc1ccc(C)c(C)c1 | -4
N#CCSc1nc2c(cc1C#N)CCCCCC2 | 2

# The last two compounds of the part before open the next one:
Molecule | 14-3-3 PPI
C/C(=C\C(=O)c1cccnc1)Nc1ccc(C)c(C)c1 | -4
N#CCSc1nc2c(cc1C#N)CCCCCC2 | 2
CCN(Cc1ccccc1)S(=O)(=O)c1ccc(F)c(C(=O)Nc2cc(C)ccc2OC)c1 | -26
CC1CCCCC1NS(=O)(=O)c1cc(Br)cc2c1N(C(=O)C1CC1)CC2 (stereo not given) | -1
O=C(c1cc2c(=O)n3ccccc3nc2s1)N1CCN(c2ncccc2C(F)(F)F)CC1 | -23
COCCn1c(SCC(=O)Nc2sc(C)c(C)c2C#N)nnc1C(C)C | 2
COc1ccc(C2C(C(=O)Nc3cccc(C)n3)=C(C)NC3=C2C(=O)CCC3)cc1 (stereo not given) | -5
Cn1ncc([N+](=O)[O-])c1C(=O)Nc1ccc(-c2ccccc2)cc1 | -1
O=C(OCc1nnc(-c2ccccc2)o1)c1ccc(S(=O)(=O)NCc2ccco2)cc1 | -15
O=c1c2cccc3c2c(nn1CN1CCOCC1)-c1ccccc1-3 | -11
CN(Cc1ccccc1)C(=O)C1CC=CCC1C(=O)N(C)Cc1ccccc1 (stereo not given) | 3
O=C(C1=C(O)C(=O)N(Cc2cccnc2)C1c1ccc(Br)cc1)c1ccco1 (stereo not given) | -14
O=C(O)c1cccc(N2C(=O)c3cc4oc5ccccc5c5ccccc5oc4cc3C2=O)c1 | 0
NC(=O)NCCCC1NC(=S)N(Cc2ccccc2)C1=O (stereo not given) | -8
COc1ccc2cc3cc(C(=O)Nc4ccc(C)c(F)c4)oc3nc2c1 | -3
C=CCOC(=O)C1=C(C)NC(=O)NC1c1ccccc1OCc1ccccc1 (stereo not given) | 2
CCOc1ccc(CC(=O)N2N=C(C(F)F)CC2(O)C(F)F)cc1 (stereo not given) | -5
O=C(c1cccc(S(=O)(=O)N2CCCC2)c1)N1CCN(c2ccccc2F)CC1 | -10
C/C(N)=C(/C#N)C(=O)CSc1nnnn1-c1ccc(C)cc1 | -28
Fc1ccc(-n2c(-c3cccs3)n[nH]c2=S)cc1 | -4
COc1ccc(C(=O)c2cccc(C(=O)c3ccc(OC)c(C)c3)c2)cc1C | -4
Brc1ccc2c(c1)OCCOCCOc1cc(Br)ccc1OCCOCCOCCO2 | -8
O=S(=O)(c1ccc2oc(-c3ccncc3)nc2c1)c1ccc2oc(-c3ccncc3)nc2c1 | -10
COc1ccccc1NS(=O)(=O)c1cc(C(=O)NCCN2CCOCC2)ccc1Cl | -5
Cc1cc(=O)[nH]c(Nc2ccccc2)n1 | 5

# Some of these compounds in order of their number in 14-3-3 PPI, highest first:
Molecule | 14-3-3 PPI
Cc1cc(=O)[nH]c(Nc2ccccc2)n1 | 5
COc1ccc2cc3cc(C(=O)Nc4ccc(C)c(F)c4)oc3nc2c1 | -3
CCOc1ccc(CC(=O)N2N=C(C(F)F)CC2(O)C(F)F)cc1 (stereo not given) | -5
